Assay outcomes from PubChem.
TDP43 rescue: inhibitors of TDP-43 toxicity in yeast; AID 652104; TDP-43 expressing yeast growth rescue, BacTiter-Glo, 24 h; Potency, µM (titrated, usually from 46.1 µM), inactives show at the highest dose growth rescue (activation), hits mostly activators; actives 1.8% (n = 410,000); further: potency means the concentration at half of the fitted maximal effect; % of control where 0% means no effect; nearly all actives have a fitted effect of over 50% in size
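Yeast cells expressing TDP-43 under galactose induction are exposed to compounds for 24 hr at 30 deg C. BacTiter-Glo luminescence measures growth, so protective compounds score as activators.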
D3 antag: antagonists of human D3 dopamine receptor. P35462. D3R cells, DiscoveRx beta-arrestin luminescence, antagonist mode; hits give low values. max response, negative = inhibition, %. actives 2.5% (n = 360,000). AID 652054; in the data active means max response below about -50%; inconclusive means no clear call, values can overlap the other calls; further: on the % scale 0 is the no-effect control and ±100 the full control effect; mostly tested at two doses, the higher about 12 µM
Target sequence (P35462 whole entry, looked up): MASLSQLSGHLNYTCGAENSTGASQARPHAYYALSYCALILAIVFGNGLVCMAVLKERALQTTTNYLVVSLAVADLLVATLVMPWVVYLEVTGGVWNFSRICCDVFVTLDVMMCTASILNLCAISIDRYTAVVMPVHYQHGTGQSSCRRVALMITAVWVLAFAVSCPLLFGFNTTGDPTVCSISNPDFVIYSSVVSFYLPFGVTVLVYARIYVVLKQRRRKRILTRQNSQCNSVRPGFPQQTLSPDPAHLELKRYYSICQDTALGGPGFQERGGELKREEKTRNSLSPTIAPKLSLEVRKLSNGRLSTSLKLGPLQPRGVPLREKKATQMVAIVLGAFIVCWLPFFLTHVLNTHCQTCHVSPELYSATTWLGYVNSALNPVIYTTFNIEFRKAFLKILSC
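Cells expressing the human receptor were seeded at 1500 cells/well, incubated overnight at 37 degrees C in 5% CO2, then exposed to library compounds with dopamine controls for 90 minutes at 37 degrees C before luminescent detection.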
Abeta rescue: A-beta toxicity reversal in yeast. Potency, µM (highest dose often 46.1 µM), inactives show top-dose growth rescue, hits mostly activators. AID 1347071. yeast expressing A-beta42, growth rescue, OD600, 48 h; response scale: 0% DMSO, 100% iron-clioquinol control. actives 0.063% (n = 410,000); further: potency means the concentration at half of the fitted maximal effect; nearly all actives have a fitted effect of over 55% in size
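Yeast A-beta toxicity model in growth medium with pinned compounds, 48 h at 30 C; growth read as absorbance at 600 nm. Normalized to FeCl3/clioquinol equimolar mix (positive) and DMSO (negative).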
DRD3 agonist: activates the human D3 dopamine receptor | D3R DiscoveRx beta-arrestin cells, luminescence, 90 min | max activation, % | P35462 | actives 0.58% (n = 410,000); in the data active means max activation above about 30%; further: 0% is about no effect; mostly tested at two doses, the higher about 12 µM
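Agonist mode: compounds and dopamine controls were applied to plated cells for 90 min at 37 degrees C after an overnight attachment at 1500 cells/well. Luminescent read-out followed 30 - 60 minutes at room temperature with DiscoveRx detection reagent.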
EPAC2 agonist: activates human EPAC2 exchange factor. Q8WZA2. EPAC2 activation, biochemical qHTS; response scale: 100% = 6.5 mM cAMP response. Potency, µM (top dose mostly 154 µM), for the others: at the top dose activation, actives largely listed as activators. actives 0.079% (n = 360,000). AID 720711; further: potency means the concentration at half of the fitted maximal effect; nearly all actives have a fitted effect of over 50% in size
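Nucleotide exchange monitored as fluorescence drop when BODIPY-GDP leaves Rap1B. Reaction: 100 nM EPAC2, 250 nM RAP1B-BODIPY-GDP, 50 uM GDP, room temperature, kinetic read over 30 min. Activity expressed relative to 6.5 mM cAMP.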
aSyn yeast inh: rescues yeast growth from alpha-synuclein toxicity. Yeast expressing alpha-synuclein, growth rescue, BacTiter-Glo, 24 h. actives 0.14% (n = 370,000). AID 652106. Potency, µM (doses to about 46.1 µM), inactives show top-dose growth rescue (activation), actives largely listed as activators; further: potency means the concentration at half of the fitted maximal effect; % of control where 0% means no effect; nearly all actives have a fitted effect of over 65% in size
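Screening used galactose-induced yeast with toxic alpha-synuclein levels, exposed to compound for 24 hr at 30 deg C. Cell growth, read with BacTiter-Glo luminescence, gave the measured signal.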
EPAC2 antagonist: EPAC2 (human) antagonism. actives 0.18% (n = 360,000). Q8WZA2. EPAC2 GEF exchange of Rap1B-BODIPY-GDP, fluorescence. Potency, µM (top dose mostly 114 µM), inactives show at the highest dose activity, negative = inhibition, hits mostly inhibitors; further: potency means the concentration at half of the fitted maximal effect; on the % scale 0 is the no-effect control and ±100 the full control effect; nearly all actives have a fitted effect of over 45% in size; many of its hits are not listed in these tables
FUS suppressor: suppressors of FUS proteinopathy in yeast. actives 0.24% (n = 390,000). S. cerevisiae FUS-expressing, growth rescue, OD600, 24 h. Potency, µM (series often up to 76.6 µM), for inactives: at the top dose growth rescue (activation), actives largely listed as activators;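 further: potency means the concentration at half of the fitted maximal effect; plate controls were DMSO vehicle for no effect and reference control for full effect; nearly all actives have a fitted effect of over 55% in size; some results filed as inactive show a strong effect at the top dose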
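Steps: raffinose overnight preculture; dilution to OD 0.005 in 2% galactose minimal medium; compound addition (concentration series); 24hr at 30C, 99% humidity; absorbance read at 600 nm.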
Starred values were filed as active, the others as inactive; ? = inconclusive; nt = no result given; [ ] = dose if it differs, or a comment. Unless noted, the call rests on the fitted dose curve; in most records, active means well fitted curve in the direction sought with a large enough effect; inconclusive means small, poorly fitted or top-dose-only effect, or another doubt; inactive means no such curve, though single readings can be large; an effect the other way counts as inactive or inconclusive.

SMILES	TDP43 rescue	D3 antag	Abeta rescue	DRD3 agonist	EPAC2 agonist	aSyn yeast inh	EPAC2 antagonist	FUS suppressor
COc1ccccc1C(=O)Nc1cc(C)on1	17.1%	-24.0	-12.8%	-7.8	2.8%	-1.3%	-5.3%	4.1%
CCOc1ccc(NC(=O)CN(C)C(=O)CSC(C)C(=O)Nc2cc(C)on2)cc1OCC (stereo not given)	7.6%	-9.7	15.2%	-1.1	11.9%	-3.1%	2.3%	2.6%
COc1ccc(NC(=O)c2cc(C)cc(C)c2)cc1S(=O)(=O)N1CCCCC1	9.8%	-2.5	?	-5.3	13.9%	8.4%	5.6%	14.0%
CCC1CCCCN1CCCNC(=O)CCC(=O)N1CCOc2ccccc21 (stereo not given)	4.4%	-8.8	0.1%	-2.9	9.6%	7.8%	-0.6%	-23.0%
COc1ccc(CNS(=O)(=O)c2ccc(OC)cc2)cc1	24.0%	22.3	9.3%	7.3	10.4%	3.7%	-1.2%	-11.0%
O=C(Nc1ccc(NC(=O)c2cccs2)c(Cl)c1)c1ccco1	1.1%	2.9	0.9%	-0.1	12.4%	-1.4%	7.4%	0.4%
CCc1ccc(-n2nc(C)c3c(C)cc(=O)n(CC(=O)N4CCCc5ccccc54)c32)cc1	3.3%	nt	-14.1%	-7.5	nt	nt	nt	8.2%
CN(C)CCCNc1ncnc2c1cnn2Cc1ccccc1Cl	-1.7%	26.6	-8.2%	3.4	12.5%	2.1%	2.4%	10.9%
CCNC(=S)/N=C(\N)Nc1nc(C)c2cc(C)ccc2n1	-6.0%	5.5	29.8%	-2.5	4.0%	-4.6%	21.8%	?
COc1ccc(-c2nc3scc(CCNS(=O)(=O)c4ccc(F)c(C(F)(F)F)c4)n3n2)cc1OC	14.5%	nt	-12.2%	5.1	nt	nt	nt	-2.5%
CCCn1cc(S(=O)(=O)c2ccc(OC)cc2)c(=O)c2cc(F)c(N3CCCCCC3)cc21	13.9%	nt	-5.4%	-1.2	nt	nt	nt	-10.0%
CCOc1ccc(NC(=O)CN(Cc2ccccc2)S(=O)(=O)c2ccc3nc(C)sc3c2)cc1	27.7%	nt	1.0%	1.8	nt	nt	nt	22.1%
Cc1ccc(Cl)cc1NC(=O)CCn1cnc2ccccc2c1=O	27.3%	nt	0.4%	-8.9	nt	nt	nt	17.6%
C/C(N)=N\S(=O)(=O)c1ccc(Cl)cc1	-15.3%	4.5	7.7%	-2.2	1.8%	0.3%	12.2%	11.6%
COc1ccc([N+](=O)[O-])cc1NC(=O)c1cccs1	-6.3%	0.6	1.7%	-5.9	6.1%	-3.5%	?	3.4%
S=C(NCCc1ccccc1)N/N=C/c1ccccc1Cl	?	-24.1	19.9%	-13.0	13.0%	-7.6%	-9.6%	-10.6%
COc1ccc(C(=O)N/C(=C\c2ccc(-c3cccc([N+](=O)[O-])c3)o2)C(=O)NCCCN2CCOCC2)cc1	5.9%	0.0	-10.3%	-1.7	-0.1%	?	6.3%	6.6%
COc1ccccc1N1CCN(c2ncnc3c2c(-c2ccccc2)cn3-c2cccc(Cl)c2)CC1	17.8%	nt	6.1%	1.7	nt	nt	nt	-8.4%
Cc1cccc(C(=O)NC2CC3CCCC(C2)N3C(=O)Nc2ccccc2)c1 (stereo not given)	-9.1%	12.4	-2.5%	0.2	-2.6%	7.5%	17.8%	19.7%
CC1CCCN(CCCNC(=O)C2CC(=O)N(c3ccc(F)c(Cl)c3)C2)C1 (stereo not given)	-26.0%	?	0.1%	-29.9	-3.2%	-1.9%	-2.0%	13.9%
COc1cc(OC)cc(-c2noc(-c3csc([C@@H]4O[C@H](CO)[C@H](O)[C@H](O)[C@H]4O)n3)n2)c1	-16.4%	0.0	-7.7%	21.1	5.3%	-0.1%	11.7%	0.4%
O=C(O)c1ccc(N2C(=O)CC(SC(=Nc3ccccc3)Nc3ccccc3)C2=O)cc1 (stereo not given)	10.7%	1.0	10.6%	4.6	-1.9%	3.8%	6.2%	0.4%
O=C(COc1ccc(F)cc1Br)N1CCN(c2ncccn2)CC1	3.6%	-3.5	-9.5%	12.8	-2.7%	25.1%	4.0%	16.5%
COc1cc(OC)cc(C(=O)Nc2cc(C)nn2-c2ccccc2)c1	-10.4%	5.5	-8.0%	-14.2	9.2%	-3.3%	0.3%	12.4%
CCc1cc(C(=O)NCC(c2ccco2)N2CCCCC2)sc1C (stereo not given)	0.8%	-59.4*	-3.7%	-8.6	0.8%	0.3%	1.5%	-12.6%

The closing two compounds of the section above lead into the next.
SMILES	TDP43 rescue	D3 antag	Abeta rescue	DRD3 agonist	EPAC2 agonist	aSyn yeast inh	EPAC2 antagonist	FUS suppressor
COc1cc(OC)cc(C(=O)Nc2cc(C)nn2-c2ccccc2)c1	-10.4%	5.5	-8.0%	-14.2	9.2%	-3.3%	0.3%	12.4%
CCc1cc(C(=O)NCC(c2ccco2)N2CCCCC2)sc1C (stereo not given)	0.8%	-59.4*	-3.7%	-8.6	0.8%	0.3%	1.5%	-12.6%
CCOC(=O)c1nc(-c2ccc3c(c2)OCO3)[nH]c1C	-2.8%	?	-4.2%	-10.1	11.4%	-4.3%	2.1%	-13.5%
CCCOc1ccc(Br)cc1/C=N/O	15.9%	-19.7	-42.0%[inhibitor]	-6.4	11.2%	-6.5%	-2.0%	-23.2%
CCCn1nnc(NC(=S)NC(=O)C(C)(C)C)n1	20.6%	-19.1	-2.5%	-2.1	-2.5%	-4.9%	12.6%	-37.0%
CCOC(=O)c1c(-c2ccccc2)csc1NC(=O)CSc1nnnn1C	?	35.2	-29.6%	24.0	10.0%	12.0%	-4.9%	?
Cc1c(NC(=O)CN2C(=O)C3C4C=CC(C4)C3C2=O)c(=O)n(-c2ccccc2)n1C (stereo not given)	12.5%	4.3	9.5%	3.5	-6.7%	-10.5%	-1.4%	-5.8%
COc1ccccc1NC(=O)CSCc1cc(=O)n2ccsc2n1	-10.2%	-6.2	7.9%	-15.6	-6.0%	-4.4%	4.0%	7.4%
Nc1ncnc2c1ncn2C1OC(CO)C2OC21 (stereo not given)	19.0%	18.3	-14.8%	8.7	1.0%	-0.7%	-3.4%	-17.5%
COc1cccc(CNC(=O)C2CCN(C(=O)N3CCOc4ccc(Cl)cc43)CC2)c1OC	?	nt	-1.6%	2.3	nt	nt	nt	18.6%
Cc1onc(NC(=O)c2ccc([N+](=O)[O-])o2)c1Br	-6.4%[1.82 µM]	-18.8	9.1%	0.5	4.9%	-2.8%	-6.6%	2.4%
O=C(c1ccc(Cl)c(S(=O)(=O)N2CCOCC2)c1)N(Cc1ccco1)Cc1cccs1	?	0.0	9.1%	4.8	6.4%	12.7%	-0.8%	17.7%
COc1ccc(OC)c2[nH]c(=O)c(CCNC(=O)c3cc4ccccc4o3)cc12	23.2%	0.7	-15.8%	0.0	1.7%	6.6%	8.7%	?
CC1(C(=O)Nc2cccc(NS(C)(=O)=O)c2)CCN1CCc1ccccc1 (stereo not given)	6.2%	-14.2	-1.9%	-9.8	8.2%	-9.3%	13.0%	-10.7%
COc1ccc(C(=O)CSc2ncn[nH]2)cc1OC	4.1%	8.0	10.2%	-3.2	-3.5%	-7.7%	1.6%	4.5%
O=S(=O)(NC1CCCCC1NCc1ccco1)c1ccc(Cl)cc1 (stereo not given)	-15.8%	-13.3	-9.8%	-19.7	7.7%	0.4%	9.2%	-0.5%
O=C(CN1CCCc2ccccc21)N/N=C/c1ccc(O)cc1O	20.8%	7.5	-8.2%	-1.1	5.0%	-1.6%	-8.1%	6.1%
O=C(c1ccc(N2CCCC2=O)cc1)N1CCOCC1	6.3%	0.0	22.9%	-1.0	7.5%	0.6%	6.3%	12.9%
O=C(OCC(=O)N1c2ccccc2Sc2ccccc21)C1CC(=O)N(Cc2ccco2)C1 (stereo not given)	-4.8%	9.4	6.5%	-14.6	8.4%	4.9%	-2.4%	38.0%
O=C(Nc1cccc2c1CCCC2)c1cc([N+](=O)[O-])ccc1Cl	11.4%	-2.7	-8.4%	-8.0	-3.5%	1.3%	1.2%	9.2%
CC(C)(C)NC(=O)C1c2ccccc2Oc2ccccc21	4.9%	-7.5	5.3%	-8.2	3.1%	-5.6%	-8.8%	-14.6%
COC(=O)Nc1ccc(S(=O)(=O)Nc2cnc3ccccc3n2)cc1	-5.7%	-17.6	-10.6%	1.9	3.5%	1.0%	10.3%	18.3%
COCCNC(=O)C1CCCN(Cc2ccccc2-c2ccccc2)CC1 (stereo not given)	3.4%	24.1	-9.9%	-3.3	1.3%	2.1%	-5.7%	-15.8%
Cc1cc(OC(C)C(=O)NCc2ccccn2)c2c(C)cc(=O)oc2c1 (stereo not given)	3.6%	17.1	-2.1%	-5.2	0.7%	4.0%	-2.5%	-0.1%
C/C(=N\OC(=O)c1ccc(F)cc1)c1sc(-c2ccccc2)nc1C	3.9%	0.0	12.4%[9.22 µM]	0.7	-3.3%	-3.0%	11.8%	-49.7%
Cc1nc2scc(-c3ccco3)c2c(=O)n1/N=C/N(C)C	7.1%	15.6	17.6%	5.2	6.9%	20.6%	4.5%	20.6%
NC(=O)CCn1nc(-c2ccccc2)c2ccccc2c1=O	-0.4%	10.9	2.4%	-3.5	8.2%	-0.7%	-4.8%	16.3%
Oc1ccc(C[C@@H]2CNCCN2CCc2cccc3ccccc23)cc1	-20.4%	-11.1	-12.1%	-21.0	5.2%	0.5%	7.7%	-5.2%
Cc1nn(CC(=O)OCC(=O)Nc2cccc(S(N)(=O)=O)c2)c(C)c1[N+](=O)[O-]	3.0%	15.2	0.5%	8.5	-1.4%	-0.9%	4.5%	6.2%
N/C(CC(=O)Nc1cccc(C(F)(F)F)c1)=N/O	4.4%	2.1	11.6%	2.6	-2.3%	-10.5%	9.6%	-5.1%
O=C1/C(=C2/NCCN2C2CC(=O)N(c3ccccc3)C2=O)CC/C1=C\c1ccccc1 (stereo not given)	-24.8%[9.22 µM]	-5.2	-19.7%	-14.3	8.4%	0.4%	1.6%	20.2%

Entries of single compounds from above. Order of screens: TDP43 rescue | D3 antag | Abeta rescue | DRD3 agonist | EPAC2 agonist | aSyn yeast inh | EPAC2 antagonist | FUS suppressor
Results for NC(=O)CCn1nc(-c2ccccc2)c2ccccc2c1=O → -0.4% | 10.9 | 2.4% | -3.5 | 8.2% | -0.7% | -4.8% | 16.3%
Results for Nc1ncnc2c1ncn2C1OC(CO)C2OC21 (stereo not given) → 19.0% | 18.3 | -14.8% | 8.7 | 1.0% | -0.7% | -3.4% | -17.5%

Only part of the results is shown; rates above refer to the full screens.
